Assay outcomes (PubChem)
KinaseGlo FLuc = counter-screen: inhibitors of Kinase-Glo firefly luciferase; Q27757; Kinase-Glo luciferase, ATP luminescence, 8 min; Potency, µM (series often up to 38.3 µM), for the others: top-dose activity change, negative = inhibition, most hits filed as inhibitors; 200,000 tested, 0.28% active; also: potency is read from the fitted curve at half-maximal effect; % is scaled to controls: 0 for no effect and ±100 for the full control effect; nearly all actives have a fitted effect of over 60% in size
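Kinase-Glo luciferase light output from ATP and luciferin was measured with 10 uM ATP, within the enzyme's linear range. Buffer: 50 mM imidazole pH 7.2, 50 mM KCl, 7 mM MgCl2, 0.01% Tween 20, 0.05% BSA; luminescence read after 8 min at ambient temperature.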
L3MBTL1 block = blocks human L3MBTL1. AlphaScreen L3MBTL1–H3K9me1 peptide binding. Q9Y468. 230,000 tested, 0.66% active. AID 485360. Potency, µM (highest dose often 57.1 µM), inactives show at the highest dose activity, negative = inhibition, actives largely listed as inhibitors; also: potency is read from the fitted curve at half-maximal effect; % is scaled to controls: 0 for no effect and ±100 for the full control effect; nearly all actives have a fitted effect of over 60% in size
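AlphaScreen assay: L3MBTL1 (50 nM final) was preincubated 30 min at room temperature with biotinylated H3(1-15)K9me1 peptide (75 nM final), then 30 min with library compounds; streptavidin donor and nickel chelate acceptor beads (10 ug/mL final) added, 30 min dark.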
NPSR antag = antagonists of human neuropeptide S receptor cAMP signaling | 220,000 tested, 1% active | Potency, µM (highest dose often 38.3 µM), inactives show top-dose activity change, negative = inhibition, most hits filed as inhibitors | CHO-NPSR cells, cAMP TR-FRET, antagonist mode; also: potency is read from the fitted curve at half-maximal effect; % is scaled to controls: 0 for no effect and ±100 for the full control effect; nearly all actives have a fitted effect of over 50% in size; many of its hits are not listed in these tables
Target sequence (Q6W5P4 whole entry, looked up): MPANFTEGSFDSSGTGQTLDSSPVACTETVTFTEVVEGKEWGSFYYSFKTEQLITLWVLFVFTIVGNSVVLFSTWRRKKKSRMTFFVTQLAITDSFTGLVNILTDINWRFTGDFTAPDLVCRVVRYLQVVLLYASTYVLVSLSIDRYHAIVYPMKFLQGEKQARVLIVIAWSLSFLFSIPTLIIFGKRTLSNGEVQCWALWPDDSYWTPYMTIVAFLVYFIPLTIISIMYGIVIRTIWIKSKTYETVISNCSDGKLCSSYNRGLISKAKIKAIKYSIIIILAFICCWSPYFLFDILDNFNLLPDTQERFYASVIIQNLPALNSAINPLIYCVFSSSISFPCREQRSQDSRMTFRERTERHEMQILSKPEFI
IMPase Li cell = cell-permeable IMPase inhibitors with lithium potentiation; CHO-M1 cells, IP1 TR-FRET (IP-One), carbachol + lithium; Potency, µM (series often up to 59.4 µM), inactives show at the highest dose activity, negative = IMPase inhibition, hits mostly inhibitors; 210,000 tested, 0.35% active; AID 1457;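 also: IP1 builds up when IMPase is blocked and the TR-FRET signal falls; potency is read from the fitted curve at half-maximal effect; plate controls were basal vehicle for no effect and high inhibitor control for full effect; nearly all actives have a fitted effect of over 50% in size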
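Steps: plate 2000 CHO-M1 cells per well and culture 16–30 h; add compound and lithium; incubate 30 min, 37C; add d2-IP1 tracer and Eu cryptate anti-IP1 antibody in lysis buffer; read after 10 min at room temperature.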
Epigenetic reg = epigenetic control regulation, reporter derepression; murine LDR cells, GFP reporter derepression, 30 h; Potency, µM (highest dose often 53.9 µM), for inactives: at the highest dose GFP activation, actives largely listed as activators; 280,000 tested, 0.2% active; AID 1865; also: potency is read from the fitted curve at half-maximal effect; % of control where 0% means no effect; nearly all actives have a fitted effect of over 60% in size
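Reporter derepression read as number of fluorescent GFP-positive objects, 20-120 um in size, counted by laser-scanning cytometer. Mouse LDR line with an epigenetically silenced CMV-GFP locus; compound incubation 30 h, 37 C.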
HTT aggregate = mutant huntingtin aggregation inhibition. PC12 HttQ103-GFP aggregates, Acumen cytometry, 40 h. Potency, µM (highest dose often 46.1 µM), for the others: at the highest dose activity change, negative = inhibition, usual class: inhibitors. 220,000 tested, 1.1% active. AID 1688; also: potency is read from the fitted curve at half-maximal effect; % is scaled to controls: 0 for no effect and ±100 for the full control effect; nearly all actives have a fitted effect of over 60% in size
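Aggregates are detected as GFP objects 1–25 µm with signal 6 STDEV over background in lysates of induced PC12 cells. These carry Huntingtin exon 1 with 103 glutamines fused to GFP under an ecdysone promoter; compounds titrated.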
CBFb RUNX1 block = inhibitors of human CBF-beta and RUNX1 interaction; Q01196+Q13951; AlphaScreen CBFb-His/RUNX1-biotin binding, biochemical; Potency, µM (highest dose often 59.8 µM), for inactives: at the top dose activity, negative = inhibition, actives largely listed as inhibitors; 230,000 tested, under 10 active; AID 1477; also: % of control where 0% means no effect
Target sequence (Q01196 whole entry, looked up): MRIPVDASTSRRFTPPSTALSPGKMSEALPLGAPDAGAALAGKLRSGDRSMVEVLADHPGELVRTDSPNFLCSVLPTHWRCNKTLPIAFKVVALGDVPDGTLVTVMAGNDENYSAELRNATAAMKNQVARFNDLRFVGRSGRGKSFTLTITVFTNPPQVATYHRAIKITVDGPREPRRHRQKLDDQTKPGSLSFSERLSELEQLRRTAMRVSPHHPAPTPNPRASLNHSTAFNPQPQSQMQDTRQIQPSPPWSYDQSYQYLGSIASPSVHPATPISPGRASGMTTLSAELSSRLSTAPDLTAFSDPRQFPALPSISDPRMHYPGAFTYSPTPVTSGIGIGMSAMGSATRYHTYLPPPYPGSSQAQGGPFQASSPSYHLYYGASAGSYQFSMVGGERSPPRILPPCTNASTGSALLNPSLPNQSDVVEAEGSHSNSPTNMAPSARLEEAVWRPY
Target sequence (Q13951 whole entry, looked up): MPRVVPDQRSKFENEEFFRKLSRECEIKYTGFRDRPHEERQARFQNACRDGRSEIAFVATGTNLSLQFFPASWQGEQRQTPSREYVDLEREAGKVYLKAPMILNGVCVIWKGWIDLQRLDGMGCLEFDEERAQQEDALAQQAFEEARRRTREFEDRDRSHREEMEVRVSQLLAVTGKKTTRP
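Compounds were screened at multiple concentrations against a preformed CBF-beta(His)/RUNX1(biotin) complex (30 nM of each) for 15 min at room temperature, followed by 90 min with nickel and streptavidin beads and AlphaScreen reading.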
Numbers without * were called inactive; ? = inconclusive; . = not tested or not shown; & = joins results of further samples; [ ] = dose if it differs, or a comment. Calls follow the shape of the dose curve; as a rule, active = well fitted curve in the direction sought with a large enough effect; inconclusive = small, poorly fitted or top-dose-only effect, or another doubt; inactive = no such curve, though single readings can be large; an effect the other way counts as inactive or inconclusive.

Sample of the layout (5 entries):
SMILES	KinaseGlo FLuc	L3MBTL1 block	NPSR antag	IMPase Li cell	Epigenetic reg	HTT aggregate	CBFb RUNX1 block
Cc1onc(-c2ccccc2Cl)c1C(=O)N1CCN(c2ccccc2)CC1	-4%	-2%	1%[46.1 µM]	20%[38.3 µM]	0.0%	?	11%
Cc1cc(C(=O)N2CCN(S(C)(=O)=O)CC2)cs1	3%	4%	6%[46.1 µM]	1%[38.3 µM]	1.1%	6%	-1%
CCOc1c(Cl)cc(C2NC(=O)NC(C)=C2C(=O)NCc2ccccc2)cc1OC (stereo unspecified)	0%	.	8%[46.1 µM]	22%[38.3 µM]	0.7%	13%	1%
CC1CCCN(CCCOc2ccc([N+](=O)[O-])cc2)C1 (stereo unspecified)	5%	-7%	13%	11%	0.0%	4%	6%
COc1ccc(S(=O)(=O)N2CCOCC2)cc1NC(=O)CSc1nnc2c(n1)[nH]c1ccccc12	.	.	-31%	.	0.0%	-26%[9.22 µM]	0%

The list itself, previewed entries included:
SMILES	KinaseGlo FLuc	L3MBTL1 block	NPSR antag	IMPase Li cell	Epigenetic reg	HTT aggregate	CBFb RUNX1 block
Cc1onc(-c2ccccc2Cl)c1C(=O)N1CCN(c2ccccc2)CC1	-4%	-2%	1%[46.1 µM]	20%[38.3 µM]	0.0%	?	11%
Cc1cc(C(=O)N2CCN(S(C)(=O)=O)CC2)cs1	3%	4%	6%[46.1 µM]	1%[38.3 µM]	1.1%	6%	-1%
CCOc1c(Cl)cc(C2NC(=O)NC(C)=C2C(=O)NCc2ccccc2)cc1OC (stereo unspecified)	0%	.	8%[46.1 µM]	22%[38.3 µM]	0.7%	13%	1%
CC1CCCN(CCCOc2ccc([N+](=O)[O-])cc2)C1 (stereo unspecified)	5%	-7%	13%	11%	0.0%	4%	6%
COc1ccc(S(=O)(=O)N2CCOCC2)cc1NC(=O)CSc1nnc2c(n1)[nH]c1ccccc12	.	.	-31%	.	0.0%	-26%[9.22 µM]	0%
N#Cc1c2ccccc2nc2ccccc12	.	-13%	15%	.	2.1%	-10%[9.22 µM]	1%
CCOC(=O)N1CCC(NC(=O)CSCc2nc(-c3cccc(OC)c3)oc2C)CC1	2%	-4%	-7%[46.1 µM]	23%[38.3 µM]	7.9%	4%	7%
O=[N+]([O-])c1c(NCCCO)cc(Sc2nc3ccccc3s2)c2nonc12	-4%	23%	?	26%[38.3 µM]	?	6.3µM*	-1%
Cc1cccc(NC(=O)CC23CC4CC(C2)CC(n2nnc(C)n2)(C4)C3)c1	4%	-9%	-2%	-3%	0.0%	-6%	8%
CN(C)CCCNc1nc(-c2ccccc2)nc2ccccc12	.	-2%	5%	.	1.3%	3%[9.22 µM]	7%
CC(C)c1ccc(NC(=O)C(c2ccccc2)N2CCOCC2)cc1 (stereo unspecified)	0%	-1%	1%[46.1 µM]	-9%[38.3 µM]	0.7%	-15%	4%
Cc1ccc(-n2cnnn2)cc1Cl	1%	.	24%	1%	-2.4%	7%	-8%
CC(C)(C)NC(=O)NC(=O)CN1CCCc2ccccc21	.	.	-5%	13%	2.8%	23%	-6%
CC(C)(C)OC(=O)NCCCC[C@H](NC(=O)c1[nH]cnc1C(=O)N[C@@H](Cc1ccccc1)C(=O)OC(C)(C)C)C(=O)OC(C)(C)C	.	.	-59%	.	4.6%	1%[9.22 µM]	-3%
Cc1c(NC(=O)c2cnn3c2NC(c2ccccc2)CC3C(F)(F)F)c(=O)n(-c2ccccc2)n1C (stereo unspecified)	-3%	.	-9%[46.1 µM]	8%[38.3 µM]	1.4%	12%	0%
O=C(O)CS/C(=C\c1ccc(F)cc1)c1nc2ccccc2s1	-1%	13%	-29%	5%	-1.5%	27%	-1%
CCCC1CC(C(=O)N[C@H](C(C)O)C2OC(SC)[C@@H](O)C(O)C2O)N(C)C1 (stereo partly specified)	-5%	.	.	8%	-0.5%	.	-1%
CCOC(=O)c1ccc(N2CCCCC2)c(NS(=O)(=O)c2cccc(C(F)(F)F)c2)c1	.	3%	?	.	0.0%	9%[9.22 µM]	17%
COc1ccc2nc(/C=N/NC(=O)[C@@H]3CCCN3C(=O)OC(C)(C)C)ccc2c1	.	50%[activator]	7%	.	0.0%	4%[9.22 µM]	25%
O=C1CN2Cc3c(ccc(Cl)c3Cl)N=C2N1	-2%[39.9 µM]	.	.	0%	-0.6%	.	8%
O=[N+]([O-])c1ccc(Nc2ccccc2)nc1	4%	14%	-6%	5%	0.0%	-1%	5%
O=C(Cn1nnc(N2CCCC2)n1)N/N=C/c1ccc(Cl)cc1	.	-2%	11%	.	-0.1%	-2%[9.22 µM]	5%
CC(=O)Nc1cc(C(F)(F)F)ccc1Oc1cccc(Br)c1	1%	5%	?	0%[38.3 µM]	-0.7%	-7%	-1%
CNC(=S)Nc1cccc2[nH]ncc12	3%	3%	10%[46.1 µM]	-4%	-0.9%	11%	-4%
Cc1ccc(S(=O)(=O)N2CN(Cc3ccco3)c3nc4ccccc4nc32)cc1C	.	-5%	-28%[46.1 µM]	.	0.8%	9%	-8%
Other structures:
SMILES	KinaseGlo FLuc	L3MBTL1 block	NPSR antag	IMPase Li cell	Epigenetic reg	HTT aggregate	CBFb RUNX1 block
Cc1ccc2c(n1)CC(C)(C)C/C2=N\O	0%	7%	6%[46.1 µM]	18%	0.0%	?	5%
Cc1ccc(-n2c(Cc3cccn3C)nnc2SCC(=O)NCc2ccc3c(c2)OCO3)cc1	5%	-30%	?	9%[38.3 µM]	0.0%	8%	-29%
COc1cccc(OCc2nnc(SCC(=O)N3c4ccccc4Sc4ccc(Cl)cc43)o2)c1	0%	5%	-5%	6%	-3.2%	-3%	10%
COc1ccc(-c2nnc(SCC(=O)Nc3ccc(Cl)cc3)n2C)cc1	2%	-2%	16%[46.1 µM]	1%	-10%	6%	8%
Nc1ccc(-c2cc(-c3ccc(N)cc3)nc(-c3ccccc3)n2)cc1	2%	8%	-12%	-30%	2.3%	-16%	2%
CCOC(=O)N[C@H](Cc1c[nH]c2ccccc12)C(=O)NC1CC1	.	41%[activator]	10%	.	-1.2%	-34%[9.22 µM]	3%
O=c1nc2n(c3c1oc1ccccc13)Cc1ccccc1-2	6%	-1%	3%[46.1 µM]	3%[38.3 µM]	0.7%	15%	12%
Cc1cnn(C(=S)NCCc2ccccc2)c1	-3%	-2%[11.4 µM]	-12%[46.1 µM]	17%[38.3 µM]	0.9%	-17%	8%
Cc1cc(C)cc(NS(=O)(=O)c2ccc3[nH]cc(C(=O)NCc4ccco4)c(=O)c3c2)c1	0%	-6%	-28%[46.1 µM]	19%[38.3 µM]	0.9%&0.0%	-10%	-4%
CCCCOc1ccc(CSc2nncn2N)cc1	-5%	-2%	5%[46.1 µM]	6%[38.3 µM]	-0.9%	3%	-3%
COc1cccc(-c2nc(N3CCN(c4ccccc4)CC3)c3ccccc3n2)c1O	-2%	-1%	-15%[46.1 µM]	-3%[38.3 µM]	2.1%	-9%	-15%
Cc1cc(C)nc(/N=C(/NC(=O)c2ccccc2)Nc2ccccc2)n1	-2%	.	-4%[46.1 µM]	36%[activator][38.3 µM]	-1.6%	-13%	1%
CN1CCOCCOCCN(C)C1=O	0%	.	-7%[46.1 µM]	-3%[38.3 µM]	-4.5%	-13%[9.22 µM]	1%
COc1ccccc1CC(=O)NC1CCC(C)CC1 (stereo unspecified)	3%	3%	-2%	2%	-0.4%	26%	5%
CCCc1nc2ccccc2c(=O)n1/N=C/c1c(C)[nH]n(-c2ccc(C)cc2)c1=O	?	7%	-10%[46.1 µM]	-11%[38.3 µM]	-1.4%	18µM*	1%
Cc1nc(-c2ccc(Cl)cc2)sc1C1(C)CC(c2cccc([N+](=O)[O-])c2)=NO1 (stereo unspecified)	.	.	8%	.	1.4%	11%[9.22 µM]	-4%
CCOC(=O)c1ccc(N/C=C\C(=O)c2cccc(OC)c2)cc1	?	-1%	-12%	-5%	-1.0%	11%	-6%
CCCCCc1cc(=O)oc2c(C(CCN3CCCC3)c3ccc(N(C)C)cc3)c(OC)cc(OC)c12 (stereo unspecified)	.	.	?	.	5.4%	2%[9.22 µM]	?
O=C1CC(c2ccccc2)C(C(=O)O)N1 (stereo unspecified)	-1%	.	-1%[46.1 µM]	-5%[38.3 µM]	-2.7%	2%	-1%
O=C1CCC(C(=O)Nc2cccc(C(F)(F)F)c2)N1 (stereo unspecified)	15%	3%	-2%[46.1 µM]	6%[38.3 µM]	1.0%	-8%	-1%
COc1ccc(C(=O)NNC(=O)CSc2ccccc2)cc1	0%	9%	-8%	5%	-0.6%	-2%	13%
COc1cc2c(=O)n(CCCN3CCOCC3)c(=S)[nH]c2c(OC)c1OC	0%	0%	0%[46.1 µM]	?	0.8%	-4%	1%
Fc1cccc(NC(=S)NNc2c3ccccc3nc3ccccc23)c1	-19%	.	-31%	12%	-1.5%	?	?
C=CCOC(=O)C1=C(C)NC2(O)c3ccccc3C(=O)C12O (stereo unspecified)	-2%	-5%	-5%[46.1 µM]	-5%[38.3 µM]	0.0%	-4%	1%
O=C(NC1CCS(=O)(=O)C1)C12CC3CC(CC(C3)C1)C2 (stereo unspecified)	6%	11%	-10%[46.1 µM]	0%	0.0%	0%	14%
(cont.)
SMILES	KinaseGlo FLuc	L3MBTL1 block	NPSR antag	IMPase Li cell	Epigenetic reg	HTT aggregate	CBFb RUNX1 block
O=C(c1ccccc1)N1CCCC(c2nc3c(nnn3Cc3ccccc3)c(=O)[nH]2)C1 (stereo unspecified)	11%	4%	-26%[46.1 µM]	-5%	-1.8%	7%	5%
CCOC(=O)/C=C/C(=O)N1CCc2ccccc21	-16%	5%	1%[46.1 µM]	-4%[38.3 µM]	0.9%	-12%	1%
N=C1C(=O)OCC1c1ccccc1NC(=O)c1ccccc1 (stereo unspecified)	1%	1%	8%	-4%	0.2%	-6%	2%
CC(=O)OC1OCCOC1NC(=S)Nc1cccc(C(F)(F)F)c1 (stereo unspecified)	1%	1%	-1%	-6%	2.0%	-2%	-1%
COc1ccc(CNC(=O)COC(=O)C2CCN(S(=O)(=O)c3ccccc3C(F)(F)F)CC2)cc1	0%	-8%	9%	2%	0.9%	-9%	-6%
CC1CCN(S(=O)(=O)c2ccc(C(=O)Nc3nnc(-c4ccccn4)o3)cc2)CC1	3%	.	-23%	-2%	-1.6%	10%	-3%
CN1CCc2nc3ccccc3c(C(=O)OCC(=O)N(CCC#N)c3ccccc3)c2C1	-1%	-8%	-2%	9%	-0.9%	-9%	?
C/C(=N\NC(=O)CCc1c[nH]c2ccccc12)c1cccc([N+](=O)[O-])c1	6%	-8%	9%	10%	1.0%	-8%	-3%
CCS(=O)(=O)N1CCN(c2nc(-c3ccccc3)cs2)CC1	0%	7%[11.4 µM]	-11%[46.1 µM]	0%[38.3 µM]	-2.1%	12%	5%

Not all compounds are listed; rates above refer to the full screens.
